MITF act = increases MITF-driven TRPM1 promoter luciferase signal. SK-MEL-5 TRPM1-promoter luciferase, 24 h; % of positive control, neutral wells = 0. actives 0.75% (n = 300,000). activation, % at 12.5 µM;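 active = mean activation of at least 80% with every replicate also reaching 80%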;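 also: 0% = neutral control wells and 100% = parthenolide positive control wells; values of inactives mirror those of a sister screen read the other way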
Rtt109 Vps75 = blocks Candida albicans Rtt109/Vps75 acetyltransferase activity | actives 0.16% (n = 330,000) | Q5AAJ8 | purified Rtt109/Vps75, ThioGlo CoA-SH fluorescence, 4 h | inhibition, % at 34.9 µM;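 active = inhibition of at least 50% in every replicate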
Target sequence (Q5AAJ8 whole entry, looked up): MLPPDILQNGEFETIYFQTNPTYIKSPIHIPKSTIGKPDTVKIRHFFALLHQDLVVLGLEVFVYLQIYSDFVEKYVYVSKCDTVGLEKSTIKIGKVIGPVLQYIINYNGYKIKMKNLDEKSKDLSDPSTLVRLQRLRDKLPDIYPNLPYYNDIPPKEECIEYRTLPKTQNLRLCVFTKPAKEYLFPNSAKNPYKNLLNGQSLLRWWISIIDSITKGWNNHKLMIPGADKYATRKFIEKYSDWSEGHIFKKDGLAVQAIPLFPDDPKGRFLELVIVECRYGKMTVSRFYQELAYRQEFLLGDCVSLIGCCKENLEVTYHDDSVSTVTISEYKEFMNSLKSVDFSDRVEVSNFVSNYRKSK
CAL PDZ FP-1 = inhibitors of human CAL PDZ peptide binding | Q9HD26 | purified CAL PDZ, TMR-peptide fluorescence polarization, 1 h | inhibition, % at 24.9 µM | actives 0.92% (n = 300,000) | AID 602252;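 active = mean inhibition of at least 30% with at least half of replicates also reaching 30%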;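 also: 0% = DMSO neutral control and 100% = excess unlabeled competitor peptide PRC23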
SR-BI DiI-HDL act = activators of SR-BI mediated HDL lipid uptake; CHO ldlA[mSR-BI] cells, DiI-HDL uptake fluorescence, 3 h; 100 = double the neutral-control signal; AID 504775; actives 0.096% (n = 320,000); activation, % at 12.5 µM;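 active = mean replicate activation of at least 60% and every replicate at or above 60%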;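 also: 0% = median plate neutral-control signal and 100% = twice that signal; values of inactives mirror those of a sister screen read the other way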
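System: LDL receptor-deficient CHO ldlA cells overexpressing murine SR-BI | Timing: 3 h uptake period with compound, 37 °C | Medium: HEPES-buffered (25 mM, pH 7.4) F12 plus 0.5% BSA | Dosing: Single-point compound dose | Signal: Bottom-read fluorescence, 550/595 nm | Read-out: Retained DiI signal reflecting DiI-HDL uptake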
SR-BI HDL uptake = blocks mouse SR-BI lipid uptake from DiI-HDL; ldlA[mSR-BI] CHO cells, DiI-HDL uptake fluorescence, 3 h; actives 0.96% (n = 320,000); AID 488896; Q61009; inhibition, % at 12.5 µM;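 active = mean replicate inhibition of at least 70% and a set share of replicates each scoring 70 or more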;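 also: 0% = median of neutral control wells and 100% = median of positive control wells; values of inactives mirror those of a sister screen read the other way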
Target sequence (Q61009 whole entry, looked up): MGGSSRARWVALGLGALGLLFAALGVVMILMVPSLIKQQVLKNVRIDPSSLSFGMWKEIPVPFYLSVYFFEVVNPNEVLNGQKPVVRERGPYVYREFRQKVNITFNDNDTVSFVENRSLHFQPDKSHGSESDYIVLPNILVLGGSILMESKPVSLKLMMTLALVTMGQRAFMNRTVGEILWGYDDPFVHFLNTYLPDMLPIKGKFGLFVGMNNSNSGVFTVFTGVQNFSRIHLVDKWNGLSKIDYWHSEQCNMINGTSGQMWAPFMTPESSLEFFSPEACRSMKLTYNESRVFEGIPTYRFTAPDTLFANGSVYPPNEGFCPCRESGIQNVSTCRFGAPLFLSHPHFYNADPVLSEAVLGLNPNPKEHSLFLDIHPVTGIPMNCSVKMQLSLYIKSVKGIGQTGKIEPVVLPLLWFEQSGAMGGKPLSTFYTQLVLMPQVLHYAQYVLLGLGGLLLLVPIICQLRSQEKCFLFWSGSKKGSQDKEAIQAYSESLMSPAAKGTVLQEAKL
PfHsp90 set2 = inhibits growth of yeast expressing Plasmodium falciparum Hsp90; S. cerevisiae expressing PfHsp90, BacTiter-Glo ATP, 48 h; yeast lacking PDR1 and PDR3 efflux regulators; inhibition, % at 9.4 µM; actives 0.32% (n = 310,000); AID 504621;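 active = every replicate shows inhibition above about 80%, whatever the replicate mean, limit read from the data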;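 also: 0% = DMSO neutral controls and 100% = 20 µM radicicol positive controls; yeast relying on Plasmodium falciparum Hsp90 in place of its own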
PvdQ inh = P. aeruginosa PvdQ acylase inhibition | inhibition, % at 10 µM | purified PvdQ acylase, fluorescence plate reader | actives 0.063% (n = 340,000); in the data active = inhibition above about 30%, passing the limit was not always enough;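 also: 0% = vehicle neutral wells and 100% = reference inhibitor wells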
NSD2 HMT inh = inhibitors of human histone methyltransferase NSD2. NSD2 peptide methylation, AlphaScreen, 120 min. inhibition, % at 12.5 µM. actives 0.54% (n = 310,000); in the data active = inhibition above about 50%
CAL PDZ FP-2 = human CAL PDZ-peptide interaction inhibition; purified CAL PDZ, TMR-peptide fluorescence polarization, 1 h; inhibition, % at 20 µM; actives 0.02% (n = 330,000); AID 504414;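 active = highest replicate inhibition of at least 40%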;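 also: plate controls were DMSO neutral control wells for no effect and unlabeled competitor peptide control wells for full effect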
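Test system: purified CerCALP PDZ construct; Compound dosing: one concentration, 20 µM compound; Also added: TMR-labelled reporter peptide T*-PRC34 bound in PDZ groove; Read-out: inhibition from polarization loss; Controls: unlabelled peptide and DMSO controls; Signal: FP readout, S and P plane fluorescence; Incubation: 1 h at RT.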
dFosB act = mouse delta FosB homodimer activation; P13346; purified delta FosB, TAMRA-CDK5 oligo fluorescence polarization; percent of positive-control signal above neutral wells; activation, % at 25 µM; actives 0.99% (n = 340,000);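 active = mean activation above about 17%, with every replicate also reaching it, limit read from the data, passing the limit was not always enough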;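 also: fluorescence polarization rise as delta FosB binds a TAMRA Cdk5 AP-1 oligo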
Numbers without * were called inactive; / = no result given. Compounds were not picked by outcome (roughly 4.3% active in at least one column).

SMILES | MITF act | Rtt109 Vps75 | CAL PDZ FP-1 | SR-BI DiI-HDL act | SR-BI HDL uptake | PfHsp90 set2 | PvdQ inh | NSD2 HMT inh | CAL PDZ FP-2 | dFosB act
CC(C)C(=O)NN1c2ccccc2CCc2ccccc21 | / | -3 | 2 | -4 | 4 | -17 | 5 | -1 | 1.4 | -4
CCOC(=O)c1sc(=S)n(-c2ccc3c(c2)OCO3)c1N | -12 | 6 | -3 | -16 | 16 | -8 | 17 | 24 | 0.0 | 3
CCCCn1c(N)c(N(CC(C)C)C(=O)CSCC(=O)Nc2cccc(C)c2)c(=O)[nH]c1=O | 10 | -23 | 4 | 18 | -18 | 9 | 3 | 0 | -0.3 | -13
CC(=O)c1ccc(NC(=O)CCc2nnc3ccc(NCc4ccco4)nn23)cc1 | 38 | 5 | 1 | -3 | 3 | -5 | 3 | 5 | -1.6 | 0
CC(C)=C1SC(N2CCN(c3ccc(C)cc3)CC2)=NC1=O | 0 | 4 | -5 | 2 | -2 | -19 | -1 | -2 | 0.1 | -4
CCN(CC(=O)Nc1ccc2c(c1)OCCO2)C(=O)C1CC(=O)N(c2ccc(OC)cc2OC)C1 (stereo unspecified) | 9 | 6 | -6 | 2 | -2 | / | -13 | 1 | -2.1 | -3
Cc1ccc(-n2ncc3c(=O)n(CC(=O)NC4CCCCC4)cnc32)cc1C | -1 | 21 | -1 | 2 | -2 | -3 | 13 | 1 | -2.7 | -2
Cc1ccccc1C(=O)NCC(=O)OC(C)C(=O)NCc1ccco1 (stereo unspecified) | -6 | 11 | -3 | -2 | 2 | / | 0 | 7 | -2.6 | -11
Cc1cc(OCC(O)CN(CCO)CCO)ccc1Cl (stereo unspecified) | 7 | -12 | -1 | 17 | -17 | -5 | 0 | -3 | -0.9 | 7
O=c1c2ccccc2ccc2ccccc12 | 15 | -1 | 0 | 0 | 0 | -3 | -13 | / | -0.8 | -11
O=C1CC(c2ccc(F)cc2)Sc2nc(C34CC5CC(CC(C5)C3)C4)nn21 (stereo unspecified) | 12 | -15 | 1 | 25 | -25 | -17 | 2 | -2 | -2.1 | -9
COc1ccc(Cl)cc1NC(=O)NCC1CCN(Cc2cc(C)ccc2C)CC1 | -8 | 3 | -5 | -41 | 41 | 12 | -6 | -3 | -0.5 | 1
Cc1ccc(S(=O)(=O)N2CCC(C(=O)Nc3ccccc3N3CCCCC3)CC2)cc1 | 2 | -6 | -3 | -20 | 20 | -7 | 10 | / | -0.6 | 0
CCc1c(C(=O)NNC(=S)NCC2CCCO2)csc1C (stereo unspecified) | 4 | -2 | -4 | 6 | -6 | -13 | -4 | -1 | 0.0 | -3
COc1ccc(CN2CCNC(=O)C2CC(=O)N(C)CCc2cnn(C)c2)c(F)c1 (stereo unspecified) | 0 | -1 | -1 | 1 | -1 | 7 | -25 | 2 | -2.1 | -16
COc1ccccc1NC(=O)Nc1cc(C(C)(C)C)nn1C | / | / | -1 | / | / | -16 | -1 | 0 | 1.0 | -8
CCOC(=O)CSc1nc(C)c2cc(C)c(C)cc2n1 | -2 | 3 | -2 | 5 | -5 | 1 | -11 | -5 | -2.9 | -17
Cc1ccccc1OCCCC(=O)Nc1ccc(S(=O)(=O)Nc2onc(C)c2C)cc1 | 1 | 0 | -5 | / | / | -2 | -21 | -2 | -1.4 | -5
Cc1ccc(CNC(=O)c2ccc3c(=O)n(CC4CCCO4)c(=S)[nH]c3c2)cc1 (stereo unspecified) | -10 | 14 | / | 24 | -24 | 13 | 3 | 3 | 0.4 | 6
COc1ccccc1NS(=O)(=O)c1cccc(NC(=O)c2cc3ccccc3oc2=O)c1 | 32 | 4 | -4 | -6 | 6 | -36 | -2 | 4 | / | -1
O=c1[nH]c(CN(CCO)CCO)nc2c1C1(CCCCC1)Cc1ccccc1-2 | -3 | 4 | -2 | 35 | -35 | 8 | -26 | -5 | -1.8 | -12
S=C1N(c2ccccc2)CN(C2CCCCC2)CN1c1ccccc1 | 5 | -5 | / | 7 | -7 | 5 | -24 | -7 | 6.1 | 3
CSc1sc(C(=O)NNC(C)=O)c2c1C1(CCC2)SCCS1 | / | -3 | -2 | -7 | 7 | -6 | 2 | -4 | -2.2 | -7
COc1cc(SC)ccc1C(=O)OCC(=O)NC(=O)NC(C)C | 2 | 5 | -2 | -7 | 7 | / | -14 | -2 | -3.6 | -7
CCONc1ncnc2nonc12 | -2 | / | -3 | 14 | -14 | 3 | 10 | -3 | -2.8 | 0
Cc1cc(C(=O)COc2nncc3ccccc23)c(C)n1C | 15 | -30 | 1 | 13 | -13 | 50 | -19 | 3 | -1.6 | -4
O=S(=O)(c1ccccc1)N1CCC(O)(CSc2ccc(Cl)cc2)CC1 | -14 | 6 | -4 | 1 | -1 | 10 | 6 | -3 | -0.2 | -1
COc1ccc(NC(C)=O)cc1NC(=O)c1ccc(Cl)cc1 | -4 | / | 0 | -14 | 14 | 5 | -6 | -6 | 0.0 | -4
CC(=O)Nc1ccc(S(=O)(=O)N(C)CC(=O)NCCC2=CCCCC2)cc1 | -11 | 3 | -4 | 32 | -32 | -26 | -13 | -2 | -2.3 | -5
CCOC(=O)c1ccc(NC(=O)c2c(C)[nH]c(C(=O)OCC)c2C)cc1 | -7 | -11 | -4 | -67 | 67 | / | -12 | 7 | / | 1
COc1ccccc1C(=O)NCCC(=O)NCCCSc1ccccc1 | 1 | -10 | -8 | -6 | 6 | 3 | -15 | -1 | -0.7 | -1
COCCn1c(Cc2ccccc2)nnc1SCC(=O)NC1CCCCC1 | -3 | 6 | -2 | 11 | -11 | -13 | -1 | -4 | -0.7 | 0
Cc1ccc(-c2nn(-c3ccccc3)cc2/C=N/n2c(-c3ccncc3)n[nH]c2=S)cc1 | / | -10 | -5 | 11 | -11 | -50 | -9 | 15 | 0.2 | 1
CCS(=O)(=O)NCC(c1cccnc1)N1CCN(c2ccccc2F)CC1 (stereo unspecified) | -12 | 4 | -2 | 12 | -12 | 15 | -14 | -2 | -0.7 | 6
O=C(COc1ccc(Cl)cc1Br)N1CCN(S(=O)(=O)c2ccccc2)CC1 | 11 | 3 | -6 | -42 | 42 | -14 | -7 | 5 | -1.6 | -9
CC1=Nc2ccc(Br)cc2C(c2ccccc2)N1CC(=O)O (stereo unspecified) | -7 | -13 | 0 | 11 | -11 | 21 | 7 | -7 | -4.7 | 1

Overlap with the part before: 4 compounds, followed by the next part.
SMILES | MITF act | Rtt109 Vps75 | CAL PDZ FP-1 | SR-BI DiI-HDL act | SR-BI HDL uptake | PfHsp90 set2 | PvdQ inh | NSD2 HMT inh | CAL PDZ FP-2 | dFosB act
Cc1ccc(-c2nn(-c3ccccc3)cc2/C=N/n2c(-c3ccncc3)n[nH]c2=S)cc1 | / | -10 | -5 | 11 | -11 | -50 | -9 | 15 | 0.2 | 1
CCS(=O)(=O)NCC(c1cccnc1)N1CCN(c2ccccc2F)CC1 (stereo unspecified) | -12 | 4 | -2 | 12 | -12 | 15 | -14 | -2 | -0.7 | 6
O=C(COc1ccc(Cl)cc1Br)N1CCN(S(=O)(=O)c2ccccc2)CC1 | 11 | 3 | -6 | -42 | 42 | -14 | -7 | 5 | -1.6 | -9
CC1=Nc2ccc(Br)cc2C(c2ccccc2)N1CC(=O)O (stereo unspecified) | -7 | -13 | 0 | 11 | -11 | 21 | 7 | -7 | -4.7 | 1
Cc1ccnc(NC(=O)CCC(=O)N(CC(=O)NC2CCCCC2)C2CCCC2)c1 | -31 | -3 | -1 | -3 | 3 | -35 | 0 | 2 | -2.5 | 7
O=C(COC(=O)c1ccccc1)NC1CCCC1 | 11 | -3 | -4 | -7 | 7 | 17 | -12 | 0 | / | -3
CC(=O)c1cccc(CN2CCN(C(C)C)C(CCO)C2)c1 (stereo unspecified) | 15 | / | -3 | 4 | -4 | -22 | -6 | 0 | -1.1 | -4
Cc1cccc(C(C)C)c1NC(=O)COC(=O)c1cc2ccccc2oc1=O | 6 | 7 | -3 | 2 | -2 | / | 2 | 1 | -0.5 | 0
Cc1nnc(SC(C)C(=O)NCC2CCCO2)s1 (stereo unspecified) | 0 | -2 | / | 11 | -11 | -28 | -8 | 0 | -2.3 | -3
CC(=O)N(Cc1c(C#N)c2ccccc2n1C)c1ccccc1 | -12 | 9 | -1 | 1 | -1 | -3 | -4 | 0 | -1.3 | 0
CN1CCc2c(c3ccccc3n2C)C1 | -2 | 2 | -2 | 22 | -22 | -68 | -1 | 8 | 0.4 | 1
O=C(COC(=O)Cc1ccc(Br)cc1)NCC1CCCCC1 | -2 | 5 | -3 | 22 | -22 | / | -1 | -2 | -2.5 | -6
Cc1c(Br)cnn1C(C)C(=O)N1CCN(c2ccccc2F)CC1 (stereo unspecified) | 9 | -5 | 2 | 14 | -14 | -22 | -4 | -1 | -1.9 | -10
CC(=O)Nc1ccc(NC(=O)CSc2nnc3ccc(-c4ccccn4)nn23)cc1 | 8 | -5 | / | -2 | 2 | 7 | -1 | 1 | -0.1 | 3
N#CCC(=O)Nc1ncc(Cc2ccccc2Cl)s1 | 5 | -11 | -5 | / | / | -1 | 2 | -1 | -1.9 | -1
O=C1CC(c2cccc(F)c2)SC(N(c2ccccc2)c2ccccc2)=N1 (stereo unspecified) | 12 | 18 | -4 | -6 | 6 | -13 | -1 | 1 | -1.1 | -3

Shown tab-delimited: entries from further up
Compound	MITF act	Rtt109 Vps75	CAL PDZ FP-1	SR-BI DiI-HDL act	SR-BI HDL uptake	PfHsp90 set2	PvdQ inh	NSD2 HMT inh	CAL PDZ FP-2	dFosB act
Cc1nnc(SC(C)C(=O)NCC2CCCO2)s1 (stereo unspecified)	0	-2	/	11	-11	-28	-8	0	-2.3	-3
CC(=O)N(Cc1c(C#N)c2ccccc2n1C)c1ccccc1	-12	9	-1	1	-1	-3	-4	0	-1.3	0
CN1CCc2c(c3ccccc3n2C)C1	-2	2	-2	22	-22	-68	-1	8	0.4	1
O=C(COC(=O)Cc1ccc(Br)cc1)NCC1CCCCC1	-2	5	-3	22	-22	/	-1	-2	-2.5	-6

Screening results (PubChem)
